Compound activity: PubChem, several laboratories
GPR7 antagonist – human neuropeptides B/W receptor 1 antagonism; 290,000 compounds, 1.1% hits; GPR7-expressing cells, fluorescence antagonist assay; AID 1861; P48145; inhibition, % at 4.4 µM; in the data active = inhibition above about 16%, passing the limit was not always enough;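 also: cells stimulated with the agonist NPW; 0% = agonist with vehicle and 100% = vehicle without agonist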
Target sequence (P48145 whole entry, looked up): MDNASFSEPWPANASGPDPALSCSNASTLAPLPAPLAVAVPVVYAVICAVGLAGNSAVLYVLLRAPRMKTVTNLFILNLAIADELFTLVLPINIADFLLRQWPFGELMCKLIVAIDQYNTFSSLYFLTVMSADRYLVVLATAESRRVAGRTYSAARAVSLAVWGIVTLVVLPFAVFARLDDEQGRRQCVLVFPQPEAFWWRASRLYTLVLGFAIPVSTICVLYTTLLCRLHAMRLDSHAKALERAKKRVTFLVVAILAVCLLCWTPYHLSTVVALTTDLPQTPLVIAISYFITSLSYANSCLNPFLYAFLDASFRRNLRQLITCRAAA
MEKK2 mut-MEK5 – signal of MEK5 binding to mutant human MEKK2 PB1 domain. percent response, % at 10 µM. bead flow cytometry, Alexa488-MEK5 binding to MEKK2 mutant. 290,000 compounds, 0.35% hits. AID 1530; in the data active = percent response above about 24%, passing the limit was not always enough; also: inactives centre near 1; some results filed as inactive read as strong as hits
M18AAP inhibitor – blocks P. falciparum M18 aspartyl aminopeptidase; inhibition, % at 7.35 µM; 290,000 compounds, 1.2% hits; recombinant PfM18AAP, H-Glu-NHMec fluorogenic cleavage;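 active = inhibition above the campaign mean inhibition over all tested compounds plus 3 SD, cut at about 28% in these data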;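 also: 0% = plate median of test compound wells and 100% = 2 mM ZnCl2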
V1R ag counter – activates human V1a receptor in oxytocin agonist counter-screen | 320,000 compounds, 0.25% hits | AID 2797 | CHO-V1R cells, Fluo-8 calcium fluorescence, agonist mode; 0% DMSO, 100% 3 nM vasopressin | activation, % at 3 µM | P37288;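 active = activation above the mean activation of all tested compounds plus 3 SD, per screening run, cut at about 20% in these data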;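 also: signal is peak over basal fluorescence ratio across a 100 second FLIPR read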
Target sequence (P37288 whole entry, looked up): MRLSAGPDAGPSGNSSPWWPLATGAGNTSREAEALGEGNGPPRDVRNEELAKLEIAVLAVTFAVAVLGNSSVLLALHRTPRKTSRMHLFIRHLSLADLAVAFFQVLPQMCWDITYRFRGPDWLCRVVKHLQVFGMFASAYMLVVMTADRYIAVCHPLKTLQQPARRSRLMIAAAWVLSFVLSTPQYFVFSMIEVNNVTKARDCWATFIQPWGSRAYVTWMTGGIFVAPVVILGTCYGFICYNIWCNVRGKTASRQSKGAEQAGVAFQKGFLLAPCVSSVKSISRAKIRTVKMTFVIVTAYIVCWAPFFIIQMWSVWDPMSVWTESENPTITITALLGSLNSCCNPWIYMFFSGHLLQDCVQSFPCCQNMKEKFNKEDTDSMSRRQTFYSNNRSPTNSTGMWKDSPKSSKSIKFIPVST
OXTR potentiator – human OXTR potentiation. CHO-OTR cells, Fluo-8 calcium fluorescence, potentiator mode; 0% = oxytocin EC15, 100% = EC100. activation, % at 3 µM. 320,000 compounds, 0.061% hits. AID 2445;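 active = activation above that plate's cutoff, the mean activation of tested compounds plus 3 SD, cut at about 6.6% in these data, passing the limit was not always enough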;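 also: 100% uses oxytocin at 75 nM as the full agonist control; some results filed as inactive read as strong as hits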
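Assay system: CHO cell line stably expressing human OTR | Also added: Oxytocin at about EC15, sub-maximal agonist stimulus | Times: Compound 6 min at room temperature before oxytocin, 100 s read | Measured by: Fluo-8 intracellular calcium fluorescence, ex 470-495, em 515-575 nm | Controls: EC15 oxytocin alone as 0%, 75 nM oxytocin as 100%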
NALP1 inh – NALP1 inhibition; S. cerevisiae NALP1/ASC/caspase-1 growth, X-gal OD620, 72 h; inhibition, % at 10 µM; 280,000 compounds, 0.61% hits; in the data active = inhibition mostly above about 24%, no sharp cut-off; inactive = mostly below about 32%; also: some compounds called inactive have numbers as strong as hits
MEKK2wt PB1 HTS – raises or lowers MEK5 binding to wildtype human MEKK2 PB1 domain | binding response (% of control), % at 10 µM | 290,000 compounds, 1.1% hits | AID 1531 | Q9Y2U5 | bead flow cytometry, Alexa488-MEK5 binding to MEKK2 WT; actives lie on both sides; in the data active = binding response below about 67% or above about 130%
GalR3 antag – blocks the human galanin receptor 3; HEK293 GalR3-CNG cAMP membrane potential fluorescence; galR3 body fused to GalR1 C-terminus; inhibition, % at 3 µM; 360,000 compounds, 0.44% hits; AID 651719;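 active = inhibition above the screen-wide average plus 3 SD, cut at about 13% in these data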;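 also: forskolin and galanin both at EC90 stimulate the cells; cAMP rise reported by CNG channel membrane potential dye signal; 0% = forskolin plus galanin with DMSO and 100% = forskolin alone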
Target sequence (O60755 1-299 limits assumed): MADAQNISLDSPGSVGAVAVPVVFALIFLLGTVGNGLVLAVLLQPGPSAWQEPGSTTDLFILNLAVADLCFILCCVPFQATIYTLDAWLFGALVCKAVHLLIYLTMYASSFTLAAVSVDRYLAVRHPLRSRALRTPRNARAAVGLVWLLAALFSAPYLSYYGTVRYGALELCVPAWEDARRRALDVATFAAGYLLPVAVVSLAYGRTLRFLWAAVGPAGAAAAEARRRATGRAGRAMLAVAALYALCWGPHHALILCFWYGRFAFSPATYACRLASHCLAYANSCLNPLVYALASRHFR
OXTR ag – human OXTR agonism; activation, % at 3 µM; AID 2435; P30559; CHO-OTR cells, Fluo-8 calcium fluorescence; normalized: DMSO 0%, oxytocin 100%; 320,000 compounds, 0.32% hits;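 active = activation above the mean of all tested compounds plus 3 SD, cutoff set per screening run, cut at about 20% in these data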;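 also: peak over basal fluorescence ratio from a 100 s FLIPR kinetic read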
Active calls of the source: *; / = not tested or not shown.

structure | GPR7 antagonist | MEKK2 mut-MEK5 | M18AAP inhibitor | V1R ag counter | OXTR potentiator | NALP1 inh | MEKK2wt PB1 HTS | GalR3 antag | OXTR ag
CC(C)n1cc(CN2CCCC(C(=O)Nc3ccccc3Oc3cccnc3)C2)cn1 (stereo unspecified) | -7 | 3 | -8 | -1.1 | -5 | 14 | 106 | -2 | -1.1
CCOC(=O)N1CCC(N2Cc3cccc(C(=O)N4CCN(c5cccc(C)c5C)CC4)c3C2=O)CC1 | -17 | -6 | 2 | -0.4 | -15 | 14 | 89 | -4 | 0.0
CCC1Nc2ncnc(N3CCOCC3)c2N(Cc2ccc(OC)cc2)C1=O (stereo unspecified) | / | / | / | 0.8 | -4 | / | / | 6 | 0.8
CCN(C(=O)COC(=O)c1cc(-c2ccccc2)nn1-c1ccccc1)C1CCS(=O)(=O)C1 (stereo unspecified) | -4 | 0 | -13 | 0.7 | -20 | -2 | 95 | -3 | -0.9
COCc1ccc(-c2c(-c3ccc(OC)cc3)oc(=O)c3cc(OC)c(OC)cc23)cc1 | / | / | / | 1.0 | -3 | / | / | -6 | 0.9
CCc1cccc(C)c1N(C(=O)Cn1c(=O)[nH]c2ccccc21)C(C)COC (stereo unspecified) | -15 | 24* | -6 | 0.4 | -5 | -2 | 114 | -3 | 0.7
CCOC(=O)C1CCN(CC(=O)Nc2c(C(=O)OC)[nH]c3cccc(C)c23)CC1 | -5 | 12 | -4 | 0.6 | -5 | -6 | 102 | -1 | 0.3
Cc1ccc(C2(C)NC(=O)N(CCOc3ccccc3)C2=O)cc1 (stereo unspecified) | 1 | -2 | 0 | 2.7 | 2 | 11 | 98 | -2 | 1.1
CCOC(=O)c1sc2ccc(S(=O)(=O)N3CCOCC3)cc2c1N | -14 | 12 | -7 | 1.2 | -8 | -6 | 102 | -6 | 1.1
COc1ccc(C2=NNC(c3cccs3)=Nc3ccc(OC)cc32)cc1 | -9 | -4 | 3 | -0.8 | -5 | 6 | 105 | -1 | -1.5
COc1cccc2cc(C(=O)NNC(=O)c3ccc(Br)cc3)c(=O)oc12 | -6 | -1 | 1 | 0.2 | -21 | -2 | 98 | -6 | -0.6
CC(C)(CO)N=C1NS(=O)(=O)c2cc([N+](=O)[O-])ccc21 | -9 | -1 | 1 | -0.4 | 0 | 25 | 96 | 1 | 0.4
CCCS(=O)(=O)N1CCC(C(=O)NCCCN(C)Cc2ccccc2)CC1 | -10 | 0 | 0 | -0.6 | -13 | 33 | 103 | -4 | 0.2
C(=C\c1nc(N2CCCCCC2)c2ccccc2n1)/c1ccccc1 | -9 | 17 | 1 | -1.7 | -6 | 57* | 144* | -10 | -1.4
COc1ccc(CN2CN=C(Nc3nc4ccccc4s3)NC2)cc1 | -11 | 8 | 0 | 0.7 | -1 | 16 | 110 | / | 0.7
CC(C)C[C@]1(c2ccccc2)ON(c2ccccc2C(F)(F)F)C1=O | / | / | / | -0.6 | -1 | / | / | -6 | -1.1
Cc1ccc(-c2csc3nc4cc(C(=O)NC5CCC(O)CC5)ccc4c(=O)n23)cc1 (stereo unspecified) | / | 3 | / | 0.2 | -11 | / | 101 | 1 | 0.1
c1ccc(NC2=NCCN2CCC2CCCCC2)cc1 | 2 | 4 | 0 | 1.1 | -3 | -4 | 106 | -6 | 1.6
O=C(CCc1ccc(S(=O)(=O)NC2CCCCC2)cc1)NCc1ccc(Cl)cc1 | 5 | 1 | 0 | 7.1 | -20 | 10 | 101 | -1 | 4.9
CCc1cccc(C)c1NC(=O)C1CC(=O)N(C2CCCC2)C1 (stereo unspecified) | / | / | / | 0.4 | -7 | / | / | -5 | -0.8
CCCc1nnc(NC(=O)CS(=O)(=O)c2ccccc2)s1 | -18 | 3 | 7 | 0.0 | -5 | -7 | 99 | -8 | 0.3
COc1cc(C2N(c3ccccc3)CCN2c2ccccc2)cc(OC)c1OC | -8 | -6 | 0 | -0.6 | 7 | 6 | 96 | -3 | -1.7
COc1ccc2cc(C(c3nnnn3CCc3ccccc3)N3CCCC(C)C3)c(=O)[nH]c2c1 (stereo unspecified) | -5 | 2 | 5 | -0.4 | -10 | -1 | 97 | -13 | -0.5
Cc1ccccc1C(=O)NC(NCC1CCCO1)C(Cl)(Cl)Cl (stereo unspecified) | 0 | 1 | -5 | -0.5 | 6 | 8 | 104 | -4 | -1.0
c1ccc(COc2ccccc2CNCc2cccnc2)cc1 | 7 | -8 | -2 | 1.5 | -2 | -13 | 89 | -4 | 1.2
Cc1ccccc1-n1nc(C)c2cc(C(=O)NCc3cccnc3)sc21 | -8 | 0 | -8 | 4.3 | -3 | / | 101 | -7 | 1.1
Cc1noc(NS(=O)(=O)c2ccc(N/C=C/C(=O)c3ccc4c(c3)OCO4)cc2)c1C | -13 | 4 | 2 | 2.2 | 0 | 0 | 99 | 0 | 0.7
COc1ccc(S(=O)(=O)N(C)CC(=O)N2CCOCC2)cc1 | -6 | 5 | -2 | 0.4 | 2 | 12 | 109 | -9 | 1.2
C=CC[N+](C)(C)c1ccc(CCC(=O)CCc2ccc([N+](C)(C)CC=C)cc2)cc1 | / | / | / | 0.5 | -4 | / | / | -6 | 2.2
C[C@H](CO)N1C[C@H](C)[C@@H](CN(C)S(C)(=O)=O)Oc2ccc(NC(=O)CCC(F)(F)F)cc2C1=O | / | / | / | 1.9 | 1 | / | / | 0 | 1.2

Reprinted from the part before: two compounds; new compounds follow.
structure | GPR7 antagonist | MEKK2 mut-MEK5 | M18AAP inhibitor | V1R ag counter | OXTR potentiator | NALP1 inh | MEKK2wt PB1 HTS | GalR3 antag | OXTR ag
C=CC[N+](C)(C)c1ccc(CCC(=O)CCc2ccc([N+](C)(C)CC=C)cc2)cc1 | / | / | / | 0.5 | -4 | / | / | -6 | 2.2
C[C@H](CO)N1C[C@H](C)[C@@H](CN(C)S(C)(=O)=O)Oc2ccc(NC(=O)CCC(F)(F)F)cc2C1=O | / | / | / | 1.9 | 1 | / | / | 0 | 1.2
CSc1ccc(S(=O)(=O)Nc2cccc(F)c2)cc1 | -17 | 5 | -12 | 1.2 | -18 | 42 | 106 | / | 0.9
COc1ccc(CCNC(=O)c2ccc(Cl)cc2)cc1OC | 6 | 3 | -5 | -0.7 | 2 | -1 | 101 | -8 | -0.6
COc1cccc(-c2nnc(-c3ccccc3[N+](=O)[O-])o2)c1 | 0 | -14 | -7 | -1.5 | 4 | / | 92 | -4 | -2.1
CCn1c(CNC(=O)c2ccc(OC)c(OC)c2)nnc1SCC(=O)Nc1ccccc1 | -6 | 2 | 2 | -1.3 | -7 | 25 | 110 | 2 | -1.6
CCOC(=O)c1c(C)[n+](-c2ccc(C)cc2)c(CC)c2cc(OC)c(OC)cc12 | 12 | 8 | 2 | 0.4 | -14 | 1 | 104 | -6 | -0.9
Cc1ccc(/C(O)=C2/C(=O)C(=O)N(CCN3CCOCC3)C2c2cccnc2)cc1 (stereo unspecified) | -3 | / | -3 | 0.1 | 1 | 18 | / | -3 | 0.5
COc1cc(NC(=O)CCN2CCN(Cc3ccccc3)CC2)cc(OC)c1 | -3 | 11 | -5 | 0.5 | -16 | / | 125 | -7 | 1.2
CC1=CC(C)C2(COC(=O)Nc3ccccc3)COC(C)C1C2C (stereo unspecified) | 3 | -10 | -1 | 7.0 | -14 | 2 | 93 | -8 | -3.0
CC(=O)N1CCOc2ccc(S(=O)(=O)N3CCC(C)CC3)cc21 | -1 | -3 | 0 | 2.3 | -4 | 25 | 98 | -3 | 0.8
CCCc1cc(C(=O)N2CCCC(Cc3ccccc3C)(C(=O)OCC)C2)no1 (stereo unspecified) | 14 | -9 | 3 | -1.8 | -22 | 16 | 96 | 0 | -0.5
N/C(=N\OC(=O)/C=C/c1ccccc1Cl)c1ccncc1 | 0 | 13 | -1 | -0.9 | -6 | 5 | 104 | -2 | -1.6
CCCN[C@@H]1C(=O)N2C(C(=O)OCCC)=C(C)CS[C@H]12 | -10 | -4 | 9 | -0.3 | 1 | -5 | 96 | -3 | -2.4
Cc1cc(C)n(-c2nc3ccccc3c(=O)n2OCC(=O)N(C)C)n1 | -3 | 5 | 2 | 0.4 | -17 | -8 | 105 | -2 | -0.1
CCN(CC)S(=O)(=O)c1ccc(C(=O)NCc2ccc3c(c2)cc(C)n3C)cc1 | -1 | -2 | -6 | 0.9 | -8 | 26 | 87 | / | -1.1
CC(=O)c1c(O)cc(O)c(C(C)=O)c1O | / | 4 | / | 4.6 | -8 | -1 | 106 | / | 8.9
COc1cccc(Sc2ccccc2/C=N/NC(N)=O)c1 | 2 | -1 | -5 | 0.8 | 0 | -13 | 92 | -4 | 0.3
C=CCc1cccc(OC)c1OCCOCCn1ccnc1 | -9 | -1 | 5 | 0.2 | -7 | 20 | 109 | 3 | -1.4
Cc1nnc(N2CCC(C(=O)N3CCCCC3)CC2)c2nn(-c3ccc(Cl)cc3)c(C)c12 | 9 | -3 | 3 | -0.8 | 0 | 14 | 103 | / | -3.0
Cc1ccc(C(=O)Nc2ccccc2C(=O)N2CC3(C)CC2CC(C)(C)C3)cc1 (stereo unspecified) | -13 | 11 | -7 | 0.2 | -9 | 5 | 115 | -3 | -2.1
COc1ccc(-c2noc(N3CCC(C(=O)NCCCN4CCCC(C)C4)CC3)n2)cc1 (stereo unspecified) | 9 | -1 | 10 | 0.6 | -4 | 16 | 105 | / | 0.9
Cc1ccc(-c2nn3c(C)nnc3s2)cc1NC(=O)c1cccnc1 | -11 | 0 | -1 | 4.8 | -9 | -17 | 108 | 4 | 0.6
COc1ccc(/C=N/NC(=O)C2COc3ccccc3O2)cc1OC (stereo unspecified) | 3 | -7 | 4 | 0.6 | 0 | -7 | 94 | -11 | 1.1
CN1C(=O)C2(C(C#N)=C(N)N(c3ccc(Cl)cc3)C3=C2C(=O)CC(C)(C)C3)c2ccccc21 (stereo unspecified) | 0 | -3 | -4 | 0.0 | -23 | 2 | 89 | -1 | -0.5
CSc1cccc(NC(=O)C2CC(=O)N(Cc3ccccc3)C2)c1 (stereo unspecified) | -5 | 9 | 7 | 0.7 | -6 | 17 | 108 | 0 | 0.3
CCc1nnc(NC(=O)[C@@H](NC(=O)c2ccc(OC)cc2)C(C)C)s1 | -10 | -5 | 6 | -0.1 | 8 | 0 | 99 | -3 | 0.8
COc1cc(COC(=O)Oc2ccc(CNC(C)=O)cc2OC)c([N+](=O)[O-])cc1OC | / | / | / | 0.5 | -9 | / | / | -1 | 2.3
O=C(Cc1cccc(F)c1F)NC1CCCN(Cc2ccc(Cl)cc2)C1 (stereo unspecified) | -2 | 6 | -2 | -0.6 | -7 | -9 | 103 | -1 | -1.1
Cc1cccc(/C(N)=N/OC(=O)c2ccco2)c1 | -10 | 1 | -2 | -0.7 | -3 | 13 | 103 | 0 | -1.3
COCCNC(=O)COc1ccccc1C | 6 | 10 | -3 | 1.0 | -3 | 6 | 99 | 0 | 0.3
CCn1cc(C(=O)NCCO)c(=O)c2cc(F)c(N3CCN(C)CC3)cc21 | -13 | 4 | -6 | -0.2 | -15 | 1 | 103 | -10 | 0.8
